Source: PubChem BioAssay (Broad Institute)
PAX8 reporter = PAX8 transcriptional activity inhibition. RMG-I TPO-luciferase reporter, SteadyGlo, 24 h. inhibition, % at 12.6 µM. hit rate 1.2% among 360,000;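 active means mean replicate inhibition at least 60% with every replicate also reaching 60%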;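 further: luciferase light reporting Pax8 driven TPO promoter activity; plate controls were median of neutral control wells for no effect and mitoxantrone controls for full effect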
ARNT-TACC3 inh = disrupts binding between human ARNT and TACC3 | Q9Y6A5 | AlphaScreen His-ARNT PAS-B/GST-TACC3 binding, luminescence; TACC3 fragment carries E629A point mutation | inhibition, % at 9.99 µM | hit rate 0.66% among 390,000 | AID 623870;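 active means mean inhibition of replicates at least 50% and at least half of replicates each reaching 50%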;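 further: 0% = complete ARNT plus TACC3 wells and 100% = ARNT alone without TACC3; many hits fall short of the cut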
C2C12 statin = protects C2C12 myotubes from simvastatin toxicity | ATP luminescence, 48 h; scaled: DMSO 0, geranylgeraniol control 100 | rescue of ATP level, % at 7.49 µM | hit rate 0.78% among 330,000;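 active means mean ATP rescue above about 67%, or every replicate alone reaching that limit, limit read from the data, passing the limit was not always enough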;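 further: myotubes were challenged with 10 µM simvastatin during compound exposure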
PGC1a acetyl inh = PGC1a acetylation modulation, inhibitor mode | U2OS PGC1a acetylation, AlphaScreen anti-acetyl-lysine; with virally co-expressed GCN5 acetyltransferase | inhibition, % at 15.6 µM | AID 651687 | hit rate 0.17% among 350,000;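 active means every replicate shows inhibition of at least 40%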;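 further: 0% = neutral control wells and 100% = positive control wells; some results beyond the cut were filed as inactive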
LGR2 inh = Drosophila LGR2 receptor signaling inhibition. HEK293 LGR2, CRE-luciferase, bursicon-stimulated, 4 h. inhibition, % at 9.99 µM. hit rate 0.35% among 380,000;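 active means drop in luminescence signal, shown as inhibition above about 50% in the replicate tests, limit read from the data, passing the limit was not always enough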;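 further: agonist challenge used bursicon conditioned medium at about half maximal strength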
Cneo AK release = causes C. neoformans cell lysis. adenylate kinase release luminescence, 4 h; normalised: neutral wells 0, clomiphene wells 100. lysis activity, % at 15 µM. hit rate 0.2% among 360,000. AID 651654;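 active means mean lysis activity across replicates of at least 80%, whatever share of replicates individually reach that level; inactive means mean lysis activity below 80%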
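Signal: Adenylate kinase release luminescence | Assay system: Log-phase Cryptococcus neoformans yeast cells | Input: Cells at 5 × 10^6 per mL | Buffer or medium: Fresh YPD growth medium | Compound: Single dose | Schedule: Static 4 h at 37 °C with compound, 1 h detection | Controls: Clomiphene | Read-out: Luminescence rise reflecting yeast cell lysis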
INS-1E GSIS act = GLuc luminescence reporter in INS-1E cells, primary screen for activators of glucose-dependent secretion of insulin | activation, % at 16.6 µM | AID 743287 | hit rate 0.61% among 370,000 | INS-1E GLuc reporter insulin secretion, 2-3 h;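 active means lowest replicate activation of at least 40%, so every replicate reaches that level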;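 further: 0% = median of neutral control wells and 100% = median of IBMX positive control wells; some compounds called inactive have numbers as strong as hits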
PglD DTNB = blocks C. jejuni PglD acetyltransferase activity. purified PglD enzyme, DTNB colorimetric CoA detection. AID 602405. hit rate 0.098% among 360,000. inhibition, % at 12.5 µM; in the data active means inhibition above about 16%, passing the limit was not always enough; further: strong numbers were not always called active
An asterisk follows results filed as active; · = no result given; & = joins results of further samples. The order is random; overall some 2.9% were active at least once.

SMILES	PAX8 reporter	ARNT-TACC3 inh	C2C12 statin	PGC1a acetyl inh	LGR2 inh	Cneo AK release	INS-1E GSIS act	PglD DTNB
Cc1cc(N)n(-c2ncnc3scc(-c4ccccc4)c23)n1	9	-6	-2	3	·	1	·	3
Cc1ccc(S(=O)(=O)N(C)C[C@H]2OCCCC[C@@H](C)Oc3ccc(NC(=O)Nc4ccc(F)cc4)cc3C(=O)N([C@@H](C)CO)C[C@H]2C)cc1	52	-10	·	-7	5	1	8	7
CC1Nc2ccccc2C(=O)N1NC(=O)c1ccc(Br)cc1 (stereo not drawn)	-10	-5	·	·	2	·	13	·
C[C@H]1CN([C@@H](C)CO)C(=O)c2cc(NS(C)(=O)=O)ccc2O[C@@H]1CN(C)S(C)(=O)=O	·	-8	32	-3	-4	-2	7	-1
N/C(=N\OC(=O)CCCCCN1C(=O)c2ccccc2C1=O)c1ccccn1	6	1	·	7	9	·	-2	·
CC(=O)NCc1ccc2[nH]c(C)cc2c1	-5	1	-6	·	10	-3	-2	1
O=c1[nH]c(CSc2nc3ccccc3s2)nc2ccccc12	-24	-4	4	9	-71	0	12	-1
COc1ccc(NC(=O)N(C)C[C@H]2OCCCC[C@H](C)Oc3ccc(NC(=O)CCCN(C)C)cc3C(=O)N([C@H](C)CO)C[C@@H]2C)cc1	0	-8	·	5	21	-1	4	-2
COc1cc(C(=O)O)ccc1OCc1c(C)noc1C	·	-3	7	12	·	1	·	-2
C[C@@H]1CN([C@H](C)CO)C(=O)c2cc(-c3cncnc3)cnc2O[C@@H]1CN(C)C(=O)CN1CCOCC1	20	5	2	8	4	-12	10	-1
COc1ccc(Cn2c(=O)[nH]c3cc(C(=O)N4CCN(c5ccccc5)CC4)ccc3c2=O)cc1	·	-4	-38	·	·	1	·	-2
c1ccc2c(c1)c1cccc3ccc4cccc2c4c31	·	·	-24	-14	5	7	-1	-5
CCn1c(SCC(=O)NC2CCCCC2)nnc1-c1ccccc1F	6	22	-12	·	12	0	-6	-3
Cn1c(COc2ccccc2)nnc1SCc1nc2ccccc2[nH]1	·	0	10	11	0	-2	-5	-2
O=C(O)CCC(=O)Nc1ccc(-c2csc(Nc3cccc4ccccc34)n2)cc1	13	8.8*	-7	·	-4	-1	-18	4
CCCN1C[C@@H](C)[C@@H](OC)CN(C)C(=O)c2ccc(NS(C)(=O)=O)cc2OC[C@@H]1C	-4	0	12	·	4	2	2	1
NC(=O)C1CCN(c2ccc3c(c2)S(=O)(=O)c2ccccc2C3=O)CC1	-67	-22	18	12	-33	-2	18	-8
O=C(NC1CCN(C(=O)NCc2ccccc2)CC1)c1ccccc1	5	-6	1	-7	-5	·	-9	·
Cc1cc(-c2n[nH]c(=S)n2-c2ccc(C)c(C)c2)no1	4	-4	·	7	2	-1	-1	8
CCN(CC(=O)NCc1cccs1)C(=O)c1cccc(S(=O)(=O)NC)c1	7	-14	4	-4	-10	0	-8	4
Cc1cc(S(=O)(=O)N2CCN(c3c(C)cccc3C)CC2)ccc1F	·	-18	·	5	·	-7	·	-2
CC1(C)CN(c2ccsc2C(=O)O)C1=O	0	·	·	-2	-4	·	8	·
CC1CN(C(=S)Nc2cccc(F)c2)CC(C)O1 (stereo not drawn)	-17	6	15	·	-13	0	5	-5
CCn1c(=O)c2c(nc(SCC(=O)N3CCCC(C)C3)n2C)n(C)c1=O (stereo not drawn)	-3	-6	-3	8	-2	3	-1	1
c1ccc(-c2ccn3nnnc3n2)cc1	-16	8	·	9	·	0	·	1

Three entries picked at random from the list so far:
SMILES	PAX8 reporter	ARNT-TACC3 inh	C2C12 statin	PGC1a acetyl inh	LGR2 inh	Cneo AK release	INS-1E GSIS act	PglD DTNB
C[C@H]1CN([C@@H](C)CO)C(=O)c2cc(NS(C)(=O)=O)ccc2O[C@@H]1CN(C)S(C)(=O)=O	·	-8	32	-3	-4	-2	7	-1
O=C(NC1CCN(C(=O)NCc2ccccc2)CC1)c1ccccc1	5	-6	1	-7	-5	·	-9	·
Cc1ccc(S(=O)(=O)N(C)C[C@H]2OCCCC[C@@H](C)Oc3ccc(NC(=O)Nc4ccc(F)cc4)cc3C(=O)N([C@@H](C)CO)C[C@H]2C)cc1	52	-10	·	-7	5	1	8	7

Later entries.
SMILES	PAX8 reporter	ARNT-TACC3 inh	C2C12 statin	PGC1a acetyl inh	LGR2 inh	Cneo AK release	INS-1E GSIS act	PglD DTNB
Nn1c(SCC(=O)Nc2ccc3c(c2)OCO3)nnc1-c1ccccc1	·	15	-3	0	-8	-2	9	7
Cc1cc(C)n(C(=O)C(C)N2C(=O)c3ccccc3C2=O)n1 (stereo not drawn)	·	0	-1	-3	·	-2	·	-3
CCCNc1nc(N)nc(-c2cc(Cl)ccc2OC)n1	·	-2	·	1	0	·	75	·
Cc1cc(=O)c2cc(NC(=O)c3ccccc3Cl)ccc2[nH]1	-28	0	-1	26	-8	0	5	-6
CC(C)Sc1cc(N2CCCC2)nc(-c2ccccc2Cl)n1	-11	-11	6	-8	-16	0	0	10
Cc1ccc(S(=O)(=O)N(C)C[C@H]2Oc3ccc(NC(=O)CCCN(C)C)cc3C(=O)N([C@@H](C)CO)C[C@H]2C)cc1	0	-1	-14	-1	0	-2	-3	-4
Cc1occc1-c1nnc(SCC(=O)N2CCOCC2)n1Cc1ccco1	13	-3	17	-2	·	-2	·	-4
Cn1cc(/C=C2\SC(=S)N(NC(=O)c3ccccc3)C2=O)c2ccccc21	9	-13	·	·	-4	0	2	5
COC(=O)CSc1ncccc1-c1nc2ccccc2[nH]1	·	26	-5	-9	·	0	12	3
COCC(=O)N(C)C[C@H]1Oc2cc(C#CC(C)C)ccc2S(=O)(=O)N([C@@H](C)CO)C[C@@H]1C	-1	9	48	3	0	-2	-1	-1
COCC#Cc1ccc2c(c1)O[C@H](CN(C)S(=O)(=O)c1cccc(OC)c1)[C@H](C)CN([C@H](C)CO)S2(=O)=O	0	17	-23	-5	11	52	6	-3
Cc1ccccc1Cn1c(C)nc2ccccc21	7	-5	-31	14	12	4	·	1
CCOC(=O)C(NC(=O)CC)(Nc1ccccc1)C(F)(F)F (stereo not drawn)	-2	4	-2	-6	43	-2	17	3
O=C(/C=C/c1ccccc1[N+](=O)[O-])OCC(=O)N1CCCC1	20	·	-6	4	·	2	·	0
CCOC(=O)C1CCCN(C(=O)c2ccc3c(c2)N(Cc2ccccc2)C(=O)c2ccccc2S3=O)C1 (stereo not drawn)	11	3	·	·	6	·	-8	·
Nc1nc(Nc2ccc(Cl)cc2Cl)nc(C(F)(F)F)n1	·	-5	31	0	·	-3	·	5
CCN1C(=O)[C@H]2[C@@H](c3ccc(C)cc3)N[C@]3(CCCN(Cc4ccccc4)C3=O)[C@H]2C1=O	-5	·	5	6	·	1	·	4
Cc1sc2ncnc(SCC(=O)Nc3cccc(S(N)(=O)=O)c3)c2c1C	22	0	9	-1	-4	0	10	-3
C[C@H]1CN([C@@H](C)CO)C(=O)c2cccc(NC(=O)C3CC3)c2O[C@H]1CN(C)S(=O)(=O)c1ccc(Cl)cc1	·	3	-21	3	1	6	-3	7
CC1NC(=O)c2cc3ccccc3cc2-n2c1nc1ccc(F)cc1c2=O (stereo not drawn)	15	·	1	·	6	-1	6	0
COCCN(C(=O)COC(=O)c1nc(Cl)ccc1Cl)c1c(N)n(Cc2ccccc2)c(=O)[nH]c1=O	8	-2	2	·	-10	-2	0	2
C[C@@H]1CCCCO[C@@H](CN(C)CC2CC2)[C@@H](C)CN([C@H](C)CO)C(=O)c2cc(N(C)C)ccc2O1	-4	-1	1	-6&17	-8	-1&9	37	1&2
C[C@@H]1CN([C@H](C)CO)C(=O)c2cc(NC(=O)c3ccncc3)ccc2O[C@H]1CN(C)S(=O)(=O)c1ccc(Cl)cc1	-20	3	-10	6	-12	0	2	3
CN1[C@@H]2c3ccc(-c4ccccc4)c(=O)n3C[C@@H]2[C@@H](CO)[C@@H]1C(=O)NCCc1ccccc1	·	0	11	·	5	43	-2	2
Cc1ncc([N+](=O)[O-])n1CCOC(=O)c1ccc(Br)cc1	-23	1	·	4	-23	·	-3	·
Carrying on.
SMILES	PAX8 reporter	ARNT-TACC3 inh	C2C12 statin	PGC1a acetyl inh	LGR2 inh	Cneo AK release	INS-1E GSIS act	PglD DTNB
O=C(c1n[nH]c2ccccc12)N1CCN(S(=O)(=O)c2ccc(Cl)cc2)CC1	11	4	10	0	-6	1	-17	4
Nc1ccc(C(=O)N/N=C/c2cccc(Oc3ccccc3)c2)cc1	-21	-8	-10	1	-6	1	14	-2
CNC[C@H]1Oc2ccc(NC(=O)Nc3ccc(OC)cc3)cc2C(=O)N([C@@H](C)CO)C[C@H]1C	·	5	-15	2	2	1	-7	0
CC(=O)NC[C@H]1[C@H](c2ccc(-c3ccccc3)cc2)[C@@H](CO)N1C(=O)C1CCC1	-12	-9	10	-2	-25	-3	1	0
c1ccc(OCc2cc(-c3ccccc3)no2)cc1	-205	-5	·	-4	-93	·	27	·
CC1CCCN(C(=O)CCNC(=O)Cn2cnc3ccccc3c2=O)C1 (stereo not drawn)	10	-7	6	10	15	-2	-5	-4
O=C(CNC(=O)OCc1ccccc1)NCC(=O)NC(Cc1c[nH]c2ccccc12)C(=O)O (stereo not drawn)	24	·	-7	-3	-6	0	6	-3
CCCNC(=O)C1(C)CCCN(CC(=O)c2ccc3c(c2)OCCO3)C1 (stereo not drawn)	-8	·	-2	0	-2	0	-2	1
Nc1nc(SCC(=O)Nc2ccc3c(c2)CCC3)n[nH]1	10	13	·	·	-2	·	13	·
CC1CCCN(S(=O)(=O)c2cc3c4c(c2)C(C)C(=O)N4CCC3)C1 (stereo not drawn)	-14	-2	0	-9	9	0	9	-1
Oc1c(Br)cc(Br)cc1C=NCc1ccc(F)cc1	13	-2	·	-3	8	·	5	·
O=C(C[C@@H]1C=C[C@H](NC(=O)NC2CCCC2)[C@@H](CO)O1)NCc1ccc(F)cc1	-6	-9	2	-2	1	-4	3	1
COc1ccc2nc(C)cc(N3CC(C)OC(C)C3)c2c1 (stereo not drawn)	-16	1	-6	-8	·	1	·	2
CCOC(=O)c1sc(N)c(C#N)c1COC(=O)C1=COCCO1	-1	·	9	-1	-5	1	-2	2
CC(C)C(=O)Nc1ccc2c(c1)C(=O)N(C)[C@H]1CC[C@@H](CC(=O)NCc3ccccc3F)O[C@@H]1CO2	-9	-7	8	1	16	-2	0	3
CN(C)C(=O)CCc1ccc2c3c([nH]c2c1)[C@]1(CCC2CCCC2)[C@@H](C(=O)N2CCOCC2)C[C@H](CC(=O)NC(C)(C)C)C(=O)N1CC3	10	8	-4	·	1	0	-17	-2
COc1ccc(C(=O)C2CCCN(Cc3cccc4c3OCO4)C2)cc1OC (stereo not drawn)	7	-3	-2	13	-6	-1	35	4
Cn1c(CNC(=O)C(C)(C)C)nc2ccccc21	-13	0	3	1	·	0	·	-1
Cc1onc(-c2ccccc2)c1C(=O)Nc1ccc(Br)cc1Cl	-14	10	·	1	-5	-1	12	-3
CC[C@H](C)[C@@H]1OC(=O)[C@@H](C)[C@@H](CC)NC(=O)[C@H](C)N(C)C(=O)C(C)(C)C(=O)C(C)NC(=O)[C@H](Cc2ccccc2)N(C)C(=O)[C@H](C(C)C)N(C)C(=O)CNC(=O)[C@H](CC(C)C)N(C)C(=O)CNC1=O (stereo partly drawn)	·	·	-54	76*	·	-18	·	6
CCc1nc2ccc(C(=O)N3CCN(C(=O)c4ccco4)CC3)cn2c1N(C)Cc1cccs1	12	·	-7	-5	0	0	20	18
CNc1nc(CC(C)=O)ns1	·	-1	-6	-2	·	1	·	-2
CCN(CC)CCCC(C)NC(=O)c1c(NC(=O)c2ccccc2)sc2c1CCCC2 (stereo not drawn)	18	13	-4	·	-1	3	-4	-8
CCCc1nc2oc3ccccc3c(=O)c2c(=O)n1CCCOC	-1	3	4	6	0	3	11	3
O=C(Nc1ccc2snnc2c1)N1CCCCC1	-11	-3	·	·	4	·	-1	·
